Bioassay records from PubChem.
CHT PAM: allosteric activators of human choline transporter CHT; Q9GZV3; B-score at 10 µM; 310,000 compounds, 0.49% hits; CHT-expressing cells, membrane potential dye, choline EC20; hits give high values; LV-AA mutant CHT in HEK293 cells;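 active = initial fluorescence not abnormally high and integrated response B-score, plate-corrected, over 3 SD above library mean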
Target sequence (Q9GZV3 whole entry, looked up): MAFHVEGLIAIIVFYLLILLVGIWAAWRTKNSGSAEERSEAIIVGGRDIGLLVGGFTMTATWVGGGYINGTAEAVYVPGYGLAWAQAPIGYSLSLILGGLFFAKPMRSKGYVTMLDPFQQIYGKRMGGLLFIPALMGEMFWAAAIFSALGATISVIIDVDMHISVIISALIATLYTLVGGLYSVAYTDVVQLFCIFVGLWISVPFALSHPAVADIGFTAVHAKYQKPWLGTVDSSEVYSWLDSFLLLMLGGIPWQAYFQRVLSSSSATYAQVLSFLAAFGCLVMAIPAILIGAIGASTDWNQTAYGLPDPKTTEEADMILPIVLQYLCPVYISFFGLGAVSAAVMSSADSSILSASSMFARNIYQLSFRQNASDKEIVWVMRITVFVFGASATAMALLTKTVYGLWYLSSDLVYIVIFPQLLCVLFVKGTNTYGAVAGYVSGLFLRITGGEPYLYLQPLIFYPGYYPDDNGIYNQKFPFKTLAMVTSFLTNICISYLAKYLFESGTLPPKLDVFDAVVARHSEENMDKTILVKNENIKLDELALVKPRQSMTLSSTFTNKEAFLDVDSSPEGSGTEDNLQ
STK33 kinase inh: inhibitors of human STK33 kinase. inhibition, % at 10 µM. AID 2661. 320,000 compounds, 0.073% hits. purified STK33, MBP phosphorylation, ADP-Glo luminescence;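 active = inhibition at or above 25%, using the most active replicate where run in duplicate; inactive = inhibition below 25%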
Target sequence (Q9BYT3 whole entry, looked up): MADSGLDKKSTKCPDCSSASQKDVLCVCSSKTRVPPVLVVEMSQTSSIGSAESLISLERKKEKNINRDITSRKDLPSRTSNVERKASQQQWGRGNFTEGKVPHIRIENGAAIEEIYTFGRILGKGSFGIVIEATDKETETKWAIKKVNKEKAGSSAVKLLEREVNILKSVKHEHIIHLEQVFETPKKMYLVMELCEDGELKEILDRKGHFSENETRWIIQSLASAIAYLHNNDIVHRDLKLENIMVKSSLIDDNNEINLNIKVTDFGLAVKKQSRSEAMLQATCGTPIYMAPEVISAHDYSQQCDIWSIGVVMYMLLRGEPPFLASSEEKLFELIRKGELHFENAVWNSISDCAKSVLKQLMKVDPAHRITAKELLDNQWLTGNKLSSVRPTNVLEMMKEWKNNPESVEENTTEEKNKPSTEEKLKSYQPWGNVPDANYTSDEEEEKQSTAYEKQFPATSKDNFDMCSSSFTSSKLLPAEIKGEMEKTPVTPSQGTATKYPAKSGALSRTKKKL
CHT block: inhibitors of human choline transporter CHT; B-score at 10 µM; Q9GZV3; CHT-expressing cells, membrane potential dye, choline response; hits give low values; 310,000 compounds, 0.86% hits;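 active = B-score over 3 SD under the library average, and starting fluorescence ratio not unusually high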;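 also: choline stimulus applied at its EC90 after an EC20 pre-addition; B-score computed on integrated fluorescence ratio after choline addition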
Active calls of the source: *; i = inactive; nt = no result given.

SMILES	CHT PAM	STK33 kinase inh	CHT block
CC(=O)CSc1nnc(CSc2ncccn2)n1C1CCCCC1	i	-0.3	i
CCC(C)(C)NC(=O)CN(C(=O)c1ccc(N2CCCC2)nc1)c1ccc(F)cc1	i	-0.9	i
CC(=O)c1ccc(N2CCN(C(=O)c3ccc(NC4=NC5CS(=O)(=O)CC5S4)cc3)CC2)cc1 (stereo not given)	i	-1.8	i
Cc1ccc(Cn2c(CCCO)nc3ccccc32)cc1	i	-2.8	i
NC(=O)CC(NSc1ccccc1[N+](=O)[O-])C(=O)O (stereo not given)	i	-0.5	i
CN(C)c1ccc(C(=S)N2CCN(C(=S)Nc3ccc(Cl)cc3)CC2)cc1	i	0.4	i
COc1ccccc1N/C=C/c1onc(C)c1[N+](=O)[O-]	i	-1.4	i
Cc1ccc(N(C)S(=O)(=O)c2nnc(NC(=O)c3ccco3)s2)cc1	i	0.5	i
Cc1ccc(NC(=O)Cn2ccsc2=N)c([N+](=O)[O-])c1	i	-2.3	i
CC(C)n1cnc2c(N(C)c3ccccc3)nc(N(CCN(C)C)Cc3ccccc3)nc21	i	2.1	i
CCOC(=O)N1CCN(C(=S)Nc2ccccc2C)CC1	i	-0.6	i
CC(C)N=C1NN=C(c2cccs2)CS1	i	-0.6	i
Cc1ccccc1C(=O)NNC(=O)c1ccc2nc[nH]c2c1	i	1.1	i
O=C(NC1CCN(C(=O)c2cccs2)CC1)c1ccccc1	i	-1.0	i
CCCC(CCC)=NNC(=O)c1ccccc1F	i	0.2	i
CC(CN1C(C)CCCC1C)OC(=O)c1cccc(F)c1 (stereo not given)	i	-0.9	i
C/C(=N\O)C(=O)NCCN1CCCCC1	i	-3.4	i
CN1CCN(c2ccc(NC(=O)c3ccc(-c4ccc(Br)cc4)o3)cc2)CC1	i	3.5	i
CC1Cc2ccccc2N1C(=O)COc1nc2ccccc2nc1N1CCOCC1 (stereo not given)	i	-1.0	i
COc1ccc2[nH]c(=O)c(CN(Cc3ccc4c(c3)OCO4)C(C)=O)cc2c1	i	-0.2	i
CSc1nncn1/N=C/c1ccc2c(c1)OCO2	i	-0.1	i
COc1ccc(-c2csc(C3=C(O)CN(Cc4ccc(S(N)(=O)=O)cc4)C3=N)n2)cc1OC	i	-0.2	i
Cc1cccc(C)c1NC(=O)N1CC=CCC1	i	0.3	i
O=S(=O)(NCc1cn2ccccc2n1)c1ccccc1F	i	0.3	i
O=C(NCC1CCCO1)c1nnc(Cc2ccc(F)cc2)o1 (stereo not given)	i	0.5	i
CC1=CC(C)(C)NC(=S)N1c1cccc2cc(S(=O)(=O)O)ccc12	i	-1.4	i
Cc1cccc(OCC(=O)Nc2nnc(S(=O)(=O)N3CCCCCC3)s2)c1	i	-0.9	i
CNC(=O)Nc1ccc2nc(C)oc2c1	i	-1.8	i
CC1CCN(c2ccc(C(=O)O)cc2NS(=O)(=O)c2ccc(Br)cc2)CC1	i	0.2	i
Cc1ccc(C(=O)CC(C(=O)O)c2cn(CCC#N)c3ccccc23)cc1 (stereo not given)	i	0.2	i
Cc1cc(=O)oc2c3c(cc(OCC(=O)NCC(=O)N[C@H](C(=O)O)C(C)C)c12)OC(C)(C)CC3	i	-1.2	i
COc1ccc(OCCC(=O)OCC(=O)Nc2cccc(S(=O)(=O)N3CCOCC3)c2)cc1	i	-0.9	i
CCOC(=O)N1CCN(C(=O)c2cn(CCOC)c(=O)c3c2c2ccccc2n3C)CC1	i	-0.7	i
O=C(O)CC1(CC(=O)N2CCOCC2)CCCC1	i	-2.2	i
CC1=C(C(N)=O)S(=O)(=O)c2ccccc21	i	1.1	i
COc1ccccc1/C=C/c1onc(C)c1S(=O)(=O)N1CCC(C(=O)NC(C)C)CC1	i	-0.3	i
CC(C)(C)OC(=O)N1CCN(C(=O)Nc2ccc3c(c2)OCCO3)CC1	i	-2.1	i
COc1cccc(-c2csc(N3CCN(CC(=O)NNC(=O)c4ccco4)CC3)n2)c1	i	-0.3	i
COC(=O)C1=C(C(=O)OC)[C@@H]2N(C)c3ccccc3[C@@]23C[C@@H](C(=O)OC)N(C(=O)c2cccs2)C3=N1	i	-0.1	i
O=C(CN1C(=O)C2C3C=CC(C3)C2C1=O)NC1CCCc2ccccc21 (stereo not given)	i	2.1	i
COC(=O)[C@@H]1[C@@H](C#N)C2(c3ccccc3-c3ccccc32)N(c2ccc(Cl)cc2)N1C#N	i	-2.2	i
CCC(=O)N1N=C(c2ccc(C)o2)CC1c1ccc(N(C)C)cc1 (stereo not given)	i	-0.4	i
CC1(C)CC(=O)C=C(Nc2ccccc2)C1	i	-0.6	i
Cc1ccc(NC(=O)CN(C)C(=O)COC(=O)COc2ccc(C#N)cc2)cc1	i	-2.3	i
CN(C(=O)c1ccc(NC(=O)c2ccco2)cc1)c1ccccc1	i	5.5	i
C=CCN=Cc1sc2ccc(OCC)cc2c1O	i	-0.6	i
COC(=O)C1=C(C)OC(N)=C(C#N)C1c1c(C)nn(C)c1C (stereo not given)	i	1.4	i
CCC(C)C(=O)Nc1ccc(OC)cc1OC (stereo not given)	i	-0.2	i
COC(=O)c1c(-c2ccc(Br)cc2)noc1N	i	-0.7	i
Cc1cc(NC(=O)CN2C(=O)[C@@H]3[C@H](C2=O)[C@@H]2C[C@H]3C(Br)C2Br)no1 (stereo not given in full)	i	0.5	i
COc1ccc(CCC(C)Nc2cccc(C)c2)cc1 (stereo not given)	i	-1.2	i
CC(C)COc1cccc(C(=O)NC(=S)NCc2cccnc2)c1	i	-1.2	i
COc1ccc2nc(NC(=O)c3ccc(-n4nc(C)cc4C)cc3)sc2c1	i	3.1	i
CC1(C)CC(=O)C2=C(C1)Nc1ccccc1NC2c1cc(Cl)ccc1O (stereo not given)	i	-0.6	i
COCCCNC(=O)CSc1nc2sc(C(=O)OC)c(C)c2c(=O)n1N	i	-0.5	i
CCC(CC)C(=O)c1c[nH]c(C(=O)O)c1	i	-1.9	i
CCC(C)OC(=O)C(C)Oc1ccc(-c2ccccc2)cc1 (stereo not given)	i	-2.8	i
Cc1cccc(-c2oc3ccccc3c2C#CCCCCO)c1	i	-2.0	i
N#Cc1cccc(Oc2ccc(-c3cnc4ccccc4n3)cc2)c1C#N	i	nt	i
CCOC(=O)C1(Cc2cccc(OC)c2)CCN(C/C=C/c2ccccc2)CC1	i	-0.1	i
Going on with the list.
SMILES	CHT PAM	STK33 kinase inh	CHT block
Cc1nnc(SCCn2c(N3CCCCC3)nc3c2c(=O)[nH]c(=O)n3C)s1	i	0.3	i
CCOC(=O)Cn1c(=O)oc2cc(S(=O)(=O)NC(C)c3ccccc3)ccc21 (stereo not given)	i	-0.9	i
COCCCNC(=S)NNC(=O)c1cccnc1	i	0.3	i
Cc1ccccc1CC1(CO)CCCN(C(=O)c2ccccc2Cl)C1 (stereo not given)	i	0.7	i
Clc1cccc(CNCCCSc2ncccn2)c1Cl	i	0.6	i
Cc1ccc(N(CC(=O)NC2CCCC2)C(=O)CCC(=O)Nc2nc(C)cs2)cc1	i	1.6	i
O=C(Nc1ccc(NS(=O)(=O)c2ccccc2)cc1)c1ccccc1	i	-1.4	i
CCCCn1c(SCC(=O)N2c3ccccc3CCc3ccccc32)nc2c1c(=O)n(C)c(=O)n2C	i	-1.4	i
O=C(NCc1ccc2c(c1)OCO2)c1nnc(Cc2ccc(Cl)cc2)o1	i	0.2	i
CCCN(CCC)CCCNC(=O)Cn1cnc2sc(C)c(S(=O)(=O)N3CCOCC3)c2c1=O	i	0.9	i
COC(=O)C1CCCN1C(=O)COc1ccc(Br)cc1Cl (stereo not given)	i	2.9	i
CNC(=S)NC1CC2CCCC(C1)N2Cc1ccco1 (stereo not given)	i	-0.9	i
COCCOCCn1c(/C=C/c2ccccc2)nc2ccccc21	i	0.6	i
CN(C)c1ccc(CNC(=O)CCNS(=O)(=O)c2cc(Br)cnc2N)cc1	i	-1.4	i
CCOC(=O)/C=C/C(=O)OCC(=O)NC(c1ccccc1)c1ccccc1	i	-2.6	i
CCOC(=O)C1CCN(C(=O)COC(=O)c2cc([N+](=O)[O-])ccc2N2CCOCC2)CC1	i	-0.2	i
COCCn1c(SCC(=O)c2cc(C)n(C)c2C)nc2ccccc2c1=O	i	1.3	i
COc1ccc(/C=C2\SC(=S)N(CCC(=O)N3CCOCC3)C2=O)cc1	i	-0.2	i
Cc1ccc(S(=O)(=O)NC(=O)c2ccccc2)cc1C(C)C	i	-1.9	i
CCN1C(=O)NC(c2ccccc2)(c2ccccc2)C1=O	i	-0.1	i
CC(=O)N1CCc2cc(NS(=O)(=O)c3cccs3)ccc21	i	-1.4	i
COc1ccc(CN(Cc2ccc(C(=O)O)cc2)C(=S)Nc2ccccc2F)cc1OC	i	-1.3	i
Cc1ccc(C(=O)NCCSc2ccccc2)cc1S(=O)(=O)Nc1ccccc1	i	-3.7	i
O=C(COc1cccnc1[N+](=O)[O-])N1CCN(S(=O)(=O)c2ccc3ccccc3c2)CC1	i	0.6	i
COC(=O)c1ccc(-c2noc(CN(C)Cc3ccncc3C)n2)cc1	i	-0.2	i
O=C(COC(=O)c1cnccn1)c1ccc(-c2ccccc2)cc1	i	-2.2	i
Nc1[nH][nH]c(=O)c1N=Nc1cccc(Cl)c1	i	0.9	i
O=C(CSc1nc2ccccc2s1)Nc1ccc2c(c1)OCO2	i	0.4	i
CCCc1nc2oc3ccccc3c(=O)c2c(=O)n1CCCOC	i	-0.9	i
CCOC(=O)C1CCN(Cc2cccc(Oc3ccccc3)c2)CC1	i	-4.8	i

Sorted by formula weight (falling): 16 of the compounds above.
SMILES	CHT PAM	STK33 kinase inh	CHT block
CN(C)c1ccc(CNC(=O)CCNS(=O)(=O)c2cc(Br)cnc2N)cc1	i	-1.4	i
COc1ccc(CN(Cc2ccc(C(=O)O)cc2)C(=S)Nc2ccccc2F)cc1OC	i	-1.3	i
Cc1ccc(C(=O)NCCSc2ccccc2)cc1S(=O)(=O)Nc1ccccc1	i	-3.7	i
COc1ccc(/C=C2\SC(=S)N(CCC(=O)N3CCOCC3)C2=O)cc1	i	-0.2	i
COCCn1c(SCC(=O)c2cc(C)n(C)c2C)nc2ccccc2c1=O	i	1.3	i
CCOC(=O)/C=C/C(=O)OCC(=O)NC(c1ccccc1)c1ccccc1	i	-2.6	i
COC(=O)c1ccc(-c2noc(CN(C)Cc3ccncc3C)n2)cc1	i	-0.2	i
O=C(CSc1nc2ccccc2s1)Nc1ccc2c(c1)OCO2	i	0.4	i
CCOC(=O)C1CCN(Cc2cccc(Oc3ccccc3)c2)CC1	i	-4.8	i
CCCc1nc2oc3ccccc3c(=O)c2c(=O)n1CCCOC	i	-0.9	i
CC(=O)N1CCc2cc(NS(=O)(=O)c3cccs3)ccc21	i	-1.4	i
O=C(COC(=O)c1cnccn1)c1ccc(-c2ccccc2)cc1	i	-2.2	i
Cc1ccc(S(=O)(=O)NC(=O)c2ccccc2)cc1C(C)C	i	-1.9	i
CNC(=S)NC1CC2CCCC(C1)N2Cc1ccco1 (stereo not given)	i	-0.9	i
CCN1C(=O)NC(c2ccccc2)(c2ccccc2)C1=O	i	-0.1	i
Nc1[nH][nH]c(=O)c1N=Nc1cccc(Cl)c1	i	0.9	i

More records
SMILES	CHT PAM	STK33 kinase inh	CHT block
CC(c1ccc(F)cc1)n1cc(C(=O)NCCN(C)C)nn1 (stereo not given)	i	-2.9	i
CCCC1(C(=O)OCC)NC(c2ccc(N(C)C)cc2)C2C(=O)N(c3ccc(F)cc3)C(=O)C21 (stereo not given)	i	0.6	i
CCOC(=O)C1CCCN(C(=O)c2cc3ncc(Br)cn3n2)C1 (stereo not given)	i	-1.3	i
CCN1CCN(c2oc(-c3ccc([N+](=O)[O-])cc3)nc2C#N)CC1	i	-1.9	i
CC(C)OC(=O)C(NC(=O)c1ccccc1)=C1CCCCC1	i	-1.0	i
CC1(C)CC(=O)C2=C(C1)Nc1ccccc1NC2c1ccccn1 (stereo not given)	i	-0.6	i
CN(C)NC(=O)c1csnc1-c1c(Cl)cccc1Cl	i	-0.8	i
Cc1nc(N2CCCCC2)sc1C(=O)c1ccc(SCCO)c([N+](=O)[O-])c1	i	-1.3	i
O=S(=O)(NCC1CCCO1)c1ccc(S(=O)(=O)N(Cc2ccc(F)cc2)C2CCCCC2)cc1 (stereo not given)	i	-0.2	i
O=C(Cc1cccs1)Nc1cccc(-c2ccc3nncn3n2)c1	i	-0.6	i
COc1ccc(-n2c(C(C)n3nc(C)c([N+](=O)[O-])c3C)n[nH]c2=S)cc1 (stereo not given)	i	0.0	i
CCOC(=O)c1c(C)[nH]c(C(=O)N/N=C/c2ccc(Br)cc2)c1C	i	-1.7	i
CCc1cc(C(=O)N/N=C/c2ccc(O)cc2O)c2ccccc2n1	i	-0.4	i
[O-][N+]1=C2CCC/C(=N\O)C2=NC12CCCCC2	i	-1.5	i
C=CCn1c(SCC(=O)NC2CC2)nc2sc(CC)cc2c1=O	i	-1.4	i
CC(C)CCOc1cccc(OCC(=O)Nc2ccncc2)c1	i	-5.0	i
CN(Cc1ccno1)C(=O)CC1C(=O)NCCN1CC(c1ccccc1)c1ccccc1 (stereo not given)	i	0.3	i
COc1ccc(CC(=O)NCCc2ccc(OC)c(OC)c2)cc1	i	-0.2	i
NC(=O)c1cccc2c3c([nH]c12)CCCC3	i	2.3	i
O=C(N/C(=C\c1ccc(Br)cc1)C(=O)N1CCCC1)c1ccccc1F	i	0.1	i
Cc1ccc(NC2CCCN(C(=O)c3cccc(-c4ncc[nH]4)c3)C2)cc1C (stereo not given)	i	-0.6	i
Cc1cccc(NC(=O)CN(c2ccc(C(C)C)cc2)S(=O)(=O)c2c(C)nn(C)c2C)n1	i	-0.6	i
COc1ccc(C(CCNC(C)c2ccccc2)c2ccc(F)cc2)cc1 (stereo not given)	i	-0.1	i
CN(C)c1ccc(/C=N\Nc2ccccn2)cc1	i	0.2	i
